High-throughput results from PubChem BioAssay.
NCI-60 one-dose screen, 48 h, at 10 µM unless noted. Numbers give growth in % (100 = growth as untreated, 0 = no growth, -100 = all killed).
A498 = A498 renal cancer cells; 5.4% of 76,000 active
CAKI-1 = CAKI-1 renal cancer. 4.7% of 75,000 active. AID 1794772
TK-10 = TK-10 renal cancer cells | 3.9% of 81,000 active | AID 1794769
UO-31 = UO-31 renal cancer | 5.2% of 81,000 active
ACHN = ACHN renal cancer; 4.9% of 81,000 active; AID 1794771
RXF 393 = RXF 393 renal cancer cells | 6.9% of 77,000 active | AID 1794773
SN12C = SN12C renal cancer cells; 3.8% of 81,000 active
786-0 = 786-0 renal cancer cells; 5.1% of 81,000 active; AID 1794775
* = called active by the depositor; . = not tested or not shown; & = joins results of further samples. The calls were made as follows: active = growth percent below 10; inactive = the rest. Only part of the results is shown, so the mix of outcomes need not match the whole.

SMILES	A498	CAKI-1	TK-10	UO-31	ACHN	RXF 393	SN12C	786-0
C/C=C(\CC)C1(CC)C(=O)NC(=S)NC1=O	93&113	92&93	99&105	83&102	107&95	97&104	99&100	95&118
N#CC(C#N)=Cc1ccco1	98	111	106	100	110	106	103	105
OC/C=C\c1ccc2c(c1)OCO2	42	106	.	85	104	.	99	103
COC(=O)CN(CCCl)P1(=O)OCCCN1CCCl (stereo not drawn)	83	97	104	83	105	101	95	99
N#Cc1cc([N+](=O)[O-])cc([N+](=O)[O-])c1	119	.	117	104	113	113	111	106
CN1C(=O)[C@]23O[C@]4(O)CC(=O)N5C(C)(C)[C@H](Cc6cccc1c62)[C@@]3(C(=O)O)[C@@]54O	103	97	95	90	102	128	101	100
O=C1c2c(Cl)ccc(Cl)c2C(=O)c2c(Cl)ccc(Cl)c21	76	89	152	83	93	104	94	105
CC1(C)N=C(N)N=C(N)N1c1ccc(OCC(=O)Nc2ccc(S(=O)(=O)F)cc2Cl)c(Cl)c1	77	65	42	71	37	78	37	31
CC(C)COC(=O)Cc1ccccc1	81	101	95	102	108	102	94	104
Cc1ccnc(NC(=O)CCCc2ccc(N(CCCl)CCCl)cc2)n1	110	14	98	77	29	98	59	94
CC(=O)O[C@H]1CC[C@@]2(CCl)C(=CC[C@@H]3[C@@H]2CC[C@]2(C)C(=O)CC[C@@H]32)C1	92	97	115	86	101	98	100	101
CCN(CCCl)/N=N/c1nc2c([nH]1)c(=O)n(C)c(=O)n2C	84	.	95	87	108	130	108	96
O=C1CC2OCC=C3C[N+]4(SS(=O)(=O)[O-])CCC56c7ccccc7N1C5C2C3CC64 (stereo not drawn)	95	103	125	78	99	97	97	99
COP(=O)(OC)OC=C(Cl)Cl	.	.	86	85	108	110	100	100
CN(C)C(=O)Oc1cc(Cl)c(Cl)cc1Cl	93	101	102	85	110	104	101	98
CC[C@H](C)[C@H](NC(=O)C12CC(NC)(C1)C2)C(=O)N(C)[C@H](C[C@@H](OC(C)=O)c1nc(C(=O)N[C@@H](Cc2ccccc2)C[C@H](C)C(=O)OC)cs1)C(C)C	-0.1*	91	49	41	34	13	47	25
C[C@]12CC[C@H]3[C@@H](CC4SC(N)=NC45C/C(=N/NC(N)=O)CC[C@]35C)[C@@H]1CCC2=O (stereo partly drawn)	92	63	49	86	32	7.1*	18	-9.7*
CCC1CCC(C)N(N=O)C1 (stereo not drawn)	119	.	95	92	102	110	102	104
CCOc1cc(C=O)ccc1O	84	101	102	85	100	111	106	102
O=[N+]([O-])c1nccn1CC(O)CF (stereo not drawn)	123	96	114	100	105	111	99	105
O=C(c1cc([N+](=O)[O-])cc([N+](=O)[O-])c1)N(CCCl)CCCl	90	91	107	83	93	109	100	102
COc1ccc(N(CC(=O)NCCC[Te]c2ccccc2)C(=O)c2ccccc2)cc1	16	85	98	13	88	133	20	75
CC[C@]12C=CCN3CC[C@@]4(c5ccc(OC)cc5N(C)[C@H]4[C@@](O)(C(=O)OC)[C@@H]1OC(=O)CCC[P+](C1CCCCC1)(C1CCCCC1)C1CCCCC1)[C@@H]32	22	-8.5*	-49*	77	32	-70*	-40*	-16*
COc1ccc(C2=NN(C(C)=O)C(c3sc(N(CCCl)CCCl)nc3Cl)C2)cc1 (stereo not drawn)	89	83	100	79	101	130	100	97
O=C(O)COC(C[N+](=O)[O-])C(Cl)(Cl)Cl (stereo not drawn)	109	102	119	102	110	98	94	103

The listing continues.
SMILES	A498	CAKI-1	TK-10	UO-31	ACHN	RXF 393	SN12C	786-0
CCC1(CC)COP(=S)(SCCOC(=O)c2ccccc2)OC1	102	88	97	91	106	119	.	102
NC1C(=O)NC(=O)NC1=O	82	101	95	95	108	84	105	97
O=[N+]([O-])c1ccc(C(Br)Br)cc1	88	90	106	43	81	77	71	95
CC(C)(NC(=O)c1nn(CCCCCF)c2ccccc12)c1ccccc1	95	.	103	76	.	112	101	89
O=C(O)C(O)(c1ccccc1)c1cccc2ccccc12 (stereo not drawn)	102	.	90	94	.	104	97	96
Cc1ccc(C=C(C#N)C#N)o1	103	104	108	90	110	.	108	104
O=S(=O)(F)c1ccc(C[P+](c2ccccc2)(c2ccccc2)c2ccccc2)c(Cl)c1	107	91	110	93	112	93	100	106
CC1CN1P(=O)(Oc1ccc(Cl)cc1)N1CC1C (stereo not drawn)	113	86	104	76	98	109	108	104
Nc1cc([N+](=O)[O-])cc([N+](=O)[O-])c1	83	102	.	91	97	.	98	106
CCCCOP(=S)(OCCCC)SC1(SC)SSC=C1CC(C)(C)C (stereo not drawn)	106	102	111	103	107	120	112	108
c1ccc(CCNC2CC3CCC2C3)cc1 (stereo not drawn)	86	102	107	77	102	122	108	93
O=C(O)c1ccc(P(=O)(O)O)cc1	92	99	102	99	98	.	103	99
C/C(=C\c1ccn(-c2ccc(N)cc2F)n1)[C@@H]1C[C@@H]2O[C@]2(C)CCC[C@H](C)[C@H](O)[C@@H](C)C(=O)C(C)(C)[C@@H](O)CC(=O)O1	0.3*	41	48	29	39	-7.4*	29	18
CN1CCN(c2ccc3[nH]c(=O)nc(-c4ccccc4)c3c2)CC1	85	.	90	90	116	104	100	94
NC(=Nc1ccccc1)N[N+](=O)[O-]	110	98	103	92	114	95	102	113
COC(=O)C[C@](O)(CCCC(C)C)C(=O)O[C@H]1C(OC)=C[C@@]23CCCN2CCc2cc4c(cc2[C@@H]13)OCO4	-17*	-3.5*	4.1*	6.2*	-8.5*	-8.5*	6.1*	2.0*
O=C1NC(=S)NC(=O)C1Cc1ccccc1	116	102	94	86	94	103	97	106
CN1CCCCC1C(O)c1ccccc1 (stereo not drawn)	102	98	91	89	102	114	99	88
O=c1[nH]c2ccccc2o1	94	108	84	91	112	97	106	104
CC1(C)N=C(N)N=C(N)N1c1ccc(OCC(=O)Nc2ccc(S(=O)(=O)F)cc2)cc1	76	89	21	90	97	50	103	36
C=CCC1(C(C)C)C(=O)NC(=S)NC1=O	77&97	98&96	100&111	83&99	101&104	97&96	107&96	103&101
CC(=O)CC(c1ccc2c(c1)OCO2)c1c(O)c2ccccc2oc1=O (stereo not drawn)	106&73	94&99	108&113	87&98	100&103	100&107	93&97	103&106
O=[N+]([O-])c1ccc(Cl)c(Cl)c1Cl	84	.	121	74	101	120	105	112
CC/C(=C\c1ccccc1)[N+](=O)[O-]	113	113	108	97	105	90	100	94
Cc1nc(C)c(C(=O)N/N=C/c2ccc(N(CCCl)CCCl)cc2)s1	104	75	102	91	85	107	79	111

(listing goes on)
SMILES	A498	CAKI-1	TK-10	UO-31	ACHN	RXF 393	SN12C	786-0
C[N+](C)(C)c1ccccc1	106	104	101	86	102	115	102	106
O=C(Cc1cccc([N+](=O)[O-])c1)Nc1ccc(S(=O)(=O)F)cc1	73	92	102	91	94	86	95	73
CCOC(=O)C1OC1(C)c1ccccc1 (stereo not drawn)	121&122	101&111	110&122	90&96	106&100	115	105&103	113&104
CC(=O)C1C(=O)N(C)C(=O)N(C)C1=O	83	102	109	96	95	107	104	107
CC[C@@H](C)/C=C(C)/C=C/C(=O)c1c(O)c(-c2ccc(O)cc2)cn(O)c1=O	39	-55*	12	-9.0*	0.3*	20	14	0.3*
C[Se]CCCN1C(=O)[C@@H]2[C@H](C1=O)[C@@H]1C=C[C@H]2C1	.	97	89	94	110	111	104	105
COC(=O)[C@H](Cc1ccccc1)NNC(=O)c1csc([C@@H](C[C@H](C(C)C)N(C)C(=O)[C@@H](NC(=O)[C@H]2CCCCN2C)C2CC2)OC(C)=O)n1	-3.7*	21	.	43	25	76	24	12
c1ccc(CCN2CCOCC2)cc1	108	.	99	92	112	108	96	97
COC(=O)[C@@H](C)C[C@H](Cc1ccccc1)NC(=O)c1csc([C@@H](C[C@H](C(C)C)N(C)C(=O)[C@@H](NC(=O)[C@H]2CCCCN2C)C(C(F)(F)F)C(F)(F)F)OC(C)=O)n1	-4.5*	.	28	33	28	46	28	-5.4*
COc1ccc(CN)cc1OC	85&124	101	115&127	83&97	96&103	126	98&99	101&105
O=c1[nH]c2ccc([N+](=O)[O-])cc2c(=O)o1	.	.	104	91	93	101	98	112
O=C(O)CC(Br)C(=O)CBr (stereo not drawn)	104	96	99	86	99	109	107	99
CN1c2ccccc2[C@]2(C)Cc3cc(Cl)ccc3N[C@H]12	99	102	100	55	95	105	106	104
Cc1ccc(S(=O)(=O)F)cc1Cl	102	102	111	96	96	97	97	102
Cc1cc(N(CCCl)CCCl)ccc1C=Nc1ccc(-c2csc(-c3ccccc3)n2)cc1	98	33	113	60	81	90	64	59
CCC(Cl)CN(Cc1ccccc1)Cc1ccccc1 (stereo not drawn)	100	.	96	89	106	109	104	116
COCC(Br)C(=O)OC (stereo not drawn)	111	90	108	.	108	113	102	112
CN1CCCCC1c1cccnc1 (stereo not drawn)	115	.	.	95	104	104	96	103
CCN(CC)CCn1c(=O)n(C)c2ccccc21	104	102	111	93	114	106	108	111
CNC(Cc1ccccc1)c1ccc(OC)c(OC)c1 (stereo not drawn)	73	93	97	88	102	118	99	102
COc1cc(C)c(OC)c2c1CCN(C)C2	117	91	89	90	110	120	99	89
S=C(S)N1CCNCC1	103&100	97&95	99&96	98&77	106&96	103&160	91	103&101
O=C1NC(=S)NC(=O)C1=Cc1c(Cl)cccc1Cl	131	98	127	91	122	134	94	114
O=C1NC(=S)NC(=O)C1=Cc1ccco1	90	93	114	97	95	89	99	109
Cc1ccc(CBr)cc1	95	98	103	98	110	97	102	110
COc1ccc(C2C3C=CC(C3)C2C(=O)O)cc1 (stereo not drawn)	88	100	101	82	102	113	100	109
CSc1nc(C)c(Br)c(N2CC2)n1	100	91&96	92&113	86&92	98&101	111&107	96&104	100&110
Oc1cc(Cl)c(Cl)cc1Cl	80	102&108	92&96	85&90	105&103	101&101	98&103	115&93
CC(C)(C)N1CC1c1ccccc1 (stereo not drawn)	74	105	106	97	102	105	101	107
Cc1ccccc1-c1nc2ccccc2c(=O)n1C	120	91	94	100	108	122	93	106

Structures from the list above containing four or more nitrogen atoms (12):
SMILES	A498	CAKI-1	TK-10	UO-31	ACHN	RXF 393	SN12C	786-0
CC1(C)N=C(N)N=C(N)N1c1ccc(OCC(=O)Nc2ccc(S(=O)(=O)F)cc2Cl)c(Cl)c1	77	65	42	71	37	78	37	31
Cc1ccnc(NC(=O)CCCc2ccc(N(CCCl)CCCl)cc2)n1	110	14	98	77	29	98	59	94
CCN(CCCl)/N=N/c1nc2c([nH]1)c(=O)n(C)c(=O)n2C	84	.	95	87	108	130	108	96
CC[C@H](C)[C@H](NC(=O)C12CC(NC)(C1)C2)C(=O)N(C)[C@H](C[C@@H](OC(C)=O)c1nc(C(=O)N[C@@H](Cc2ccccc2)C[C@H](C)C(=O)OC)cs1)C(C)C	-0.1*	91	49	41	34	13	47	25
C[C@]12CC[C@H]3[C@@H](CC4SC(N)=NC45C/C(=N/NC(N)=O)CC[C@]35C)[C@@H]1CCC2=O (stereo partly drawn)	92	63	49	86	32	7.1*	18	-9.7*
COc1ccc(C2=NN(C(C)=O)C(c3sc(N(CCCl)CCCl)nc3Cl)C2)cc1 (stereo not drawn)	89	83	100	79	101	130	100	97
CN1CCN(c2ccc3[nH]c(=O)nc(-c4ccccc4)c3c2)CC1	85	.	90	90	116	104	100	94
NC(=Nc1ccccc1)N[N+](=O)[O-]	110	98	103	92	114	95	102	113
CC1(C)N=C(N)N=C(N)N1c1ccc(OCC(=O)Nc2ccc(S(=O)(=O)F)cc2)cc1	76	89	21	90	97	50	103	36
Cc1nc(C)c(C(=O)N/N=C/c2ccc(N(CCCl)CCCl)cc2)s1	104	75	102	91	85	107	79	111
COC(=O)[C@H](Cc1ccccc1)NNC(=O)c1csc([C@@H](C[C@H](C(C)C)N(C)C(=O)[C@@H](NC(=O)[C@H]2CCCCN2C)C2CC2)OC(C)=O)n1	-3.7*	21	.	43	25	76	24	12
COC(=O)[C@@H](C)C[C@H](Cc1ccccc1)NC(=O)c1csc([C@@H](C[C@H](C(C)C)N(C)C(=O)[C@@H](NC(=O)[C@H]2CCCCN2C)C(C(F)(F)F)C(F)(F)F)OC(C)=O)n1	-4.5*	.	28	33	28	46	28	-5.4*
